# Assay outcomes from PubChem BioAssay.
# FEN1 inh = blocks human flap endonuclease 1. P39748. Recombinant FEN1 flap cleavage, fluorescence, 15 min. Potency, µM (top dose mostly 114 µM), without a hit: at the highest dose activity change, negative = inhibition, hits mostly inhibitors. 390,000 compounds, 0.35% hits; note: nearly all actives have a fitted effect of over 65% in size
# Target sequence (P39748 whole entry, looked up): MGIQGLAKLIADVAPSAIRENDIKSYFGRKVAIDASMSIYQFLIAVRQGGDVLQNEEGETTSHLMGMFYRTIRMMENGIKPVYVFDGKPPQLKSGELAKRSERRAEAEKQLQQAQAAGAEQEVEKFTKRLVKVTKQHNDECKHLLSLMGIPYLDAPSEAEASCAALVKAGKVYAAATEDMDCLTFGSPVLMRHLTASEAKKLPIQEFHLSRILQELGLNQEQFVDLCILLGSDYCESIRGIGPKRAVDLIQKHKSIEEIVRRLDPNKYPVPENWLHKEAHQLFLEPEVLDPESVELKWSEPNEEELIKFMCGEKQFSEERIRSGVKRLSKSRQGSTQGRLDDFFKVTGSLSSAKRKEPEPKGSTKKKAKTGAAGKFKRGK
#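 Read-out was taken twice, immediately and after 15 min, following addition of 50 nM substrate to 10 nM FEN1 that had sat with test compound for 15 min at room temperature. Curves came from a four-parameter Hill model.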
# TDP1 block = inhibitors of human tyrosyl-DNA phosphodiesterase TDP1; 350,000 compounds, 0.28% hits; Q9NUW8; AID 485290; recombinant TDP1, AlphaScreen DNA substrate cleavage; Potency, µM (series often up to 130 µM), for the others: at the top dose activity change, negative = inhibition, usual class: inhibitors; note: nearly all actives have a fitted effect of over 40% in size
# Target sequence (Q9NUW8 whole entry, looked up): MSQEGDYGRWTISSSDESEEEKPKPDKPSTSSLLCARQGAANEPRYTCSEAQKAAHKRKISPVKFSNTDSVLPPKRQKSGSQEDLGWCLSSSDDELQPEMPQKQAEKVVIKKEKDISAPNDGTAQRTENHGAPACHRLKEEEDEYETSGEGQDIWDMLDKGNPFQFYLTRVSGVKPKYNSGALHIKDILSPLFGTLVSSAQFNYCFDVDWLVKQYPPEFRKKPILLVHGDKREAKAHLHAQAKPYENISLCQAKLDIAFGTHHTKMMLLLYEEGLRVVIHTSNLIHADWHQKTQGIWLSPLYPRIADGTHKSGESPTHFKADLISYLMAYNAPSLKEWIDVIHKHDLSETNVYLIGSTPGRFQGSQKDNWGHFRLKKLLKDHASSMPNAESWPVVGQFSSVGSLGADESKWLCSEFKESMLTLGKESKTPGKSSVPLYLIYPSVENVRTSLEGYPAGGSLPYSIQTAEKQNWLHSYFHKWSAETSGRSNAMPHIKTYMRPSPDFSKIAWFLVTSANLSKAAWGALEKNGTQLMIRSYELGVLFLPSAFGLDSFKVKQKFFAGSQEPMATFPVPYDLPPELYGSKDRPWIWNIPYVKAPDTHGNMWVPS
#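 AlphaScreen read-out: signal falls as enzyme removes the 3' tyrosine-FITC from a 5'-biotinylated DNA oligo (15 nM, 5 min, RT). Enzyme was E. coli-made recombinant Tdp1 at 1 nM, exposed to compound for 15 min beforehand; beads 10 ug/ml, 10 min.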
# N370S GC = N370S glucocerebrosidase modulation, Gaucher chaperone candidate; Potency, µM (titrated, usually from 59.4 µM), for the others: at the highest dose activity change, negative = inhibition, most hits filed as inhibitors; 330,000 compounds, 0.092% hits; P04062; AID 2101; N370S GC spleen homogenate, 4MU-glucoside fluorescence;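 note: 0% = full enzyme activity and -100% = no enzyme basal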
# An asterisk follows results filed as active; ? = inconclusive; . = no result given; & = joins results of further samples; [ ] = dose if it differs, or a comment. Calls come from the whole dose curve; as a rule, active = well fitted curve in the direction sought with a large enough effect; inconclusive = small, poorly fitted or top-dose-only effect, or another doubt; inactive = no such curve, though single readings can be large; an effect the other way counts as inactive or inconclusive. Unless noted, % is set by controls: 0 for no effect and ±100 for the full control effect; potency is the fitted concentration of half-maximal effect.
FEN1 inh	TDP1 block	N370S GC	compound
5%	.	-5%	COc1cccc(NC(=O)Cn2cc(C(=O)C3CC3)c3ccccc32)c1
6%	-10%[0.505 µM]	-17%	COc1ccc(NS(=O)(=O)c2ccc(C)c(C(=O)N3CC(C)OC(C)C3)c2)cc1 (stereo not given)
0%	2%	5%	CCN(CC)CCNC(=O)CCc1n[nH]c(=O)c2ccccc12
2%	2%	1%	CC(=O)c1cccc(CN2CCN(CCC(C)C)C(CCO)C2)c1 (stereo not given)
-25%	-3%	.	CCCN(Cc1cccs1)C(=O)Nc1cc(Cl)c(OC)cc1OC
-3%	.	-4%	O=C1N=C(N2CCOCC2)S/C1=C\c1ccncc1
3%	-3%	-2%	COCc1cc(C)nc(SCC(=O)NCC2CCCO2)c1C#N (stereo not given)
11%	3%	17%	Cc1cc(C(=O)c2ccccc2)nc2ccccc12
0%	8%	-2%	COc1ccc(/C=C2\N=C(C)OC2=O)cc1[N+](=O)[O-]
?	-1%	4%	C/C(=N\Nc1nc(N2CCCCC2)nc(N2CCOCC2)n1)c1ccccc1O
1%	.	2%	COC(=O)CNC(=O)C1CC(=O)N(CCc2ccc(F)cc2)C1 (stereo not given)
3%	3%	-3%	COc1ccc(S(=O)(=O)NNC(=S)NCCc2ccccc2)c(OC)c1
1%	.	-4%	O=C(Cc1ccccc1)c1ccccc1C(=O)N1CCCCC1
-16%	.	-8%	COc1ccc(NC(=O)CNC(c2ccccc2)c2ccccc2)cc1Cl
.	6%[56.1 µM]	-17%[21.6 µM]	CN1CCC[C@@H](CC2c3ccccc3Sc3ccccc32)C1
-16%	3%	.	Oc1cccc(Nc2cc(-c3ccccc3)ncn2)c1
0%	-2%	-6%	Cc1cccc(N(C(=O)c2csnn2)C(C(=O)NC2CCCC2)c2ccncc2)c1 (stereo not given)
15%	.	-2%	CC(=O)NC(Cc1ccc(F)cc1)C(=O)NC1CCN(S(=O)(=O)c2ccccc2)CC1 (stereo not given)
.	5%	-4%	COc1cc(OC)c(NC(=O)Nc2cc(C)on2)cc1Cl
-8%	8%	-9%	Cn1c(SCC(=O)NCCN2C(=O)CSC2=O)nc2ccccc2c1=O
1%	0%	3%	Cc1ccc(NC(=S)NCC2CCN(C(C)c3ccccc3)C2)cc1 (stereo not given)
1%	5%	.	COc1ccc(OC)c(NC(=O)COC(=O)CCNc2ccccc2OC)c1
-10%	2%	-3%	Cc1ccc(C)c(C2C(=O)c3ccccc3C2=O)c1
-6%	3%	3%	COCCNC(=O)CCc1nnc(C2(c3ccc(Cl)cc3)CCC2)o1
-10%	.	2%	Cc1cccc(N(C)S(=O)(=O)c2ccc3c(c2)C(C)(C)C(=O)N3C)c1
11%	-1%	-2%	Cc1noc(C)c1CSc1ccccc1C(=O)N(C)CC(=O)Nc1cccc(F)c1
1%	1%	-12%	CCCNC(=S)N1CCC(Cc2ccccc2)CC1
-11%	-3%	6%	O=C(Nc1ccc2c(c1)CCC2)C1CCCO1 (stereo not given)
4%	-6%	4%	COc1ccccc1Cc1nc(-c2ccc(Br)o2)no1
5%	3%	4%	Cc1ccccc1NC(=O)/C=C/c1ccc([N+](=O)[O-])s1

# One compound at a time (already shown). Order of values: FEN1 inh, TDP1 block, N370S GC
# Oc1cccc(Nc2cc(-c3ccccc3)ncn2)c1 is listed as -16%, 3%, .
# CC(=O)NC(Cc1ccc(F)cc1)C(=O)NC1CCN(S(=O)(=O)c2ccccc2)CC1 (stereo not given) is listed as 15%, ., -2%
# Cn1c(SCC(=O)NCCN2C(=O)CSC2=O)nc2ccccc2c1=O is listed as -8%, 8%, -9%
# COc1ccc(S(=O)(=O)NNC(=S)NCCc2ccccc2)c(OC)c1 is listed as 3%, 3%, -3%
# C/C(=N\Nc1nc(N2CCCCC2)nc(N2CCOCC2)n1)c1ccccc1O is listed as ?, -1%, 4%

# (next part)
FEN1 inh	TDP1 block	N370S GC	compound
-6%	-3%	0%	O/N=C/C1=C(Cl)c2ccccc2CC1
-20%	-1%	26%	O=C(CN1C(=O)S/C(=C\c2ccc(F)cc2)C1=O)Nc1cccc(S(=O)(=O)NCc2ccco2)c1
1%	.	-13%	COc1ccc(C(=O)O)cc1NCc1ccc(C)s1
-6%	5%	23%	Cc1ccc2c(c1)N(CCCC(=O)NCc1cccnc1)C(=O)CO2
-5%	3%	0%	O=C(CSc1ncnc2c1cnn2-c1ccc(F)cc1)NCC1CCCO1 (stereo not given)
1%	10%&6%	16%	COc1ccc(/C=C/C(=O)c2ccc(OC)cc2OC)cc1
-4%	1%	-1%	CC(=O)Nc1nnc(-c2ccc3c(c2)CCCC3)o1
6%	.	-12%	Cc1nnc(SCC(=O)Nc2ccc(C(N)=O)cc2)n1-c1ccccc1
6%	-3%	16%	CCn1cc(Br)c(C(=O)Nc2ccc(Cl)c(Cl)c2)n1
-7%	-5%	7%[12.8 µM]	CCCC(=O)NC(=S)Nc1ccccc1C(=O)OC
?	5%	1%	COc1ccccc1CCNC(=O)C1CCCO1 (stereo not given)
4%	3%	.	COc1cc(NC(=O)CN2CCN(S(=O)(=O)c3ccc(Br)cc3)CC2)cc(OC)c1
-19%	0%	6%	Cc1c(/C=N/NC(=O)COc2ccccc2[N+](=O)[O-])c2ccccc2n1C
2%	5%	-12%	Cc1cc(C)cc(C(=O)NCC(=O)OCC(=O)NCC(F)(F)F)c1
-22%	-2%	-18%	CN(C)c1nccc(N(Cc2ccccc2)Cc2ccccc2)c1C#N
8%	3%	-8%	COc1ccc(CCN2CCCC(CN(C)C(=O)c3ccoc3C)C2)cc1 (stereo not given)
5%	5%	-19%	Cc1ccc(C(=O)Nc2nnc(-c3ccco3)o2)cc1C
-5%	-1%	19%	CCOC(=O)c1sc2nc(C)c3c(c2c1N)CC(C)(C)OC3
-1%	0%	9%	CCOC(=O)N1CCC(=NNC(=O)NC2CCCCC2)CC1
18%	1%	.	COc1cc(C(=O)NNC(=O)COc2ccc(C)cc2)ccc1OCC(=O)N1CCOCC1
-19%	10%	2%	S=C(N/N=C/c1cccc2ccccc12)Nc1cccc(Cl)c1
-14%	0%	-23%	Cc1cc(C)cc(NC(=O)N2CCN(C/C=C/c3ccccc3)CC2)c1
-1%	2%	0%	O=C(Cc1ccccc1)N1CCC(C(=O)N2CCN(c3ccc(F)cc3)CC2)CC1
-4%	8%	0%	Cc1ccc(NC(=S)N=Nc2c(O)n(C)c3ccc(S(=O)(=O)N4CCOCC4)cc23)cc1C
1%	3%	-7%	Cc1cc(CNC(=O)COc2ccc([N+](=O)[O-])cc2)c2ccccc2n1
2%	-1%	-15%	CCNc1nc(Cl)nc(NCc2ccccc2)n1
4%	.	-2%	COc1ccc(C(=O)Nn2c(CC(C)C)nc3cc(Cl)ccc3c2=O)c(OC)c1
7%	5%	4%	COc1ccc(CCNC(=O)CN(C2CCCCC2)S(C)(=O)=O)cc1OC
-3%	-3%	.	O=C(CN1CCN(C(=O)CNC(=O)c2ccc3c(c2)OCO3)CC1)Nc1ccc(F)cc1
-10%	2%	8%	c1ccc(CSc2nnc(-c3ccccn3)n2-c2ccccc2)cc1
-14%	2%	0%	Nc1cccnc1Sc1cc(Cl)cc(Cl)c1
11%	8%	4%	CCOc1cc(NC(=O)c2ccco2)c(OCC)cc1NC(=O)CCc1ccccc1OC
2%	-5%	-2%	Cc1onc(-c2ccccc2)c1C(=O)Nc1ccccc1N1CCOCC1
1%	0%	9%	CCOc1ccc(NC(=O)COc2ccccc2)c([N+](=O)[O-])c1
-9%	5%	4%	CCCNC(=O)/C(C#N)=C1\N=C(NC(=O)c2cccs2)c2ccccc21
4%	0%	-2%	Cc1ccc(NC(=O)CN2CCN(C(=O)c3ccco3)CC2)cc1
-10%	-1%	.	CCCCn1c(SCc2ccccc2C#N)nc2c(sc3ccccc32)c1=O
.	7%	13%	Cc1ccc(NC(=S)/C(=C(\[O-])c2ccc(C)c([N+](=O)[O-])c2)[n+]2ccccc2)cc1C
-15%	0%	.	COc1ccccc1Nc1nn2c(=O)c3ccc(C(=O)NCc4ccc(F)cc4)cc3nc2s1
-6%	5%	.	Cc1ccccc1NC(=O)Cn1cc(C(=O)c2cccs2)c2ccccc21
-2%	-5%	5%	CCCCSc1ncc(C(=O)OCC)c(N)n1
0%	9%	-19%	CCCCC(=O)Nc1nc(C)c(-c2csc(Nc3cc(OC)ccc3OC)n2)s1
-9%	8%	1%	CCn1c2ccccc2c2cc(NC(=O)Cc3ccc(S(=O)(=O)N4CCOCC4)s3)ccc21
2%	1%	.	Cc1ccc(NC(=O)C(Cc2ccccc2)n2cccc2)c(C)c1 (stereo not given)
0%	6%	-1%	Cn1c(N)c(C(=O)COC(=O)CCc2c[nH]c3ccccc23)c(=O)n(C)c1=O
4%	0%	-1%	CCN(CC(=O)Nc1ccccc1C(F)(F)F)C(=O)C1=COCCO1
0%	2%	1%	Cc1ccccc1NC(=O)c1ccccc1O
5%	4%	-2%	NC(=O)C1CCN(C(=O)CSc2nc3c(c(-c4ccccc4)n2)CCCC3)CC1
-10%	6%	-13%	C=CCn1c(SCC(=O)NCC(=O)OCC)nnc1-c1ccccn1
11%	2%	-8%	CCCSc1nc(C)c(C(C)=O)cc1C#N
-7%	2%	.	Cc1ccc(CN2C(=O)C(CC(C)C)Nc3ncnc(N4CCOCC4)c32)cc1 (stereo not given)
0%	6%	-18%	O=C(c1noc2c1CCCC2)N1CCC(CO)(Cc2ccccc2Cl)CC1
-20%	-3%	?	CN(C)CCNC(=O)/C(=C/c1ccc(-c2cccc([N+](=O)[O-])c2)o1)NC(=O)c1ccccc1
3%	5%	.	Cc1ccc(NC(=O)CCS(=O)(=O)c2ccc3nc(C)sc3c2)c(C)c1
-5%	1%	.	N#CCCN(C(=O)CSc1nc2ccccc2c(=O)[nH]1)c1ccc(F)cc1
-15%	1%	.	O=C(NCc1ccccc1Cl)c1ccc(Cn2c(SCc3ccccc3)nc3cccnc32)cc1
-12%	1%	.	COc1ccc(OC)c(CNC(=O)c2ccc3nc(C(C)C)oc3c2)c1
5%	4%	19%	CCCCc1nn(-c2cc(Cl)ccc2OC)c2c1C(=O)CC(C)(C)C2
-3%	-7%	.	O=c1[nH]c(-c2ccc(-c3cccc(Cl)c3)o2)nc2ccccc12
1%	6%	10%	COCCn1c(SCC(=O)Nc2cccc(OC)c2)nnc1-c1ccccc1

# A second format for two compounds above:
SMILES	FEN1 inh	TDP1 block	N370S GC
Cc1nnc(SCC(=O)Nc2ccc(C(N)=O)cc2)n1-c1ccccc1	6%	.	-12%
CCn1cc(Br)c(C(=O)Nc2ccc(Cl)c(Cl)c2)n1	6%	-3%	16%

# Continuation.
FEN1 inh	TDP1 block	N370S GC	compound
-8%	8%[56.1 µM]	-10%	COc1ccc(NC(=S)N2CCN(S(=O)(=O)c3ccc(F)cc3)CC2)cc1OC
1%	11%	2%	O=C(CCCNC(=O)c1ccc(Cl)cc1)Nc1ccc(Br)cc1
-18%	1%	.	CN(CC(=O)Nc1ccccc1Cl)CC(=O)Nc1cccc2ccccc12
.	13%	-13%	Cn1c(C(C#N)C2=C(Cl)C(=O)N(c3ccccc3)C2=O)nc2ccccc21 (stereo not given)
-5%	3%	-3%	CCOC(=O)c1cc([N+](=O)[O-])sc1NC(=O)c1ccc(S(=O)(=O)N2CC3(C)CC2CC(C)(C)C3)cc1 (stereo not given)
1%	9%	-13%	O=C(c1ccc(SCc2cccc(Br)c2)c([N+](=O)[O-])c1)N1CCN(c2ccccn2)CC1
-8%	9%	.	CCCCOc1ccc(C2=NC(c3ccncc3)=Nc3ccc(OCC)cc3N2)cc1
0%	5%	-5%	CCc1nnc(NC(=O)CSc2nnc(Cc3cccn3C)n2CCOC)s1
16%	5%	-6%	N[C@@H](Cc1ccc(O)cc1)c1nnc([C@H](CCC(=O)O)NC(=O)C2CCNCC2)o1
-13%	-4%	.	COc1ccc(Nc2oc(-c3ccc(COc4ccc(OC)cc4)o3)nc2C#N)cc1
7%	-8%[56.1 µM]	.	Cc1c(Cl)cnc(NC(=O)COC(=O)[C@H](C)NC(=O)c2ccccc2)c1Cl
-24%	-3%	11%	COc1cccc(S(=O)(=O)N2CCN(c3ccccc3F)CC2)c1
6%	9%	-6%	CCOc1cc(C2NC(=O)NC2=O)ccc1O (stereo not given)
-5%	0%	?	CCOC(=O)c1c(NC(=O)CSC(=S)N(C)C)sc(C)c1C
0%	.	1%	COc1ccccc1OCC(=O)NCCS(=O)(=O)N1CCN(c2ccccc2)CC1
5%	5%	5%	CSc1ccccc1C(=O)NCc1ccc(C)cc1
-9%	3%	5%	c1ccc2c(CCNc3ncnc4nc[nH]c34)cccc2c1
4%	4%	-8%	CC(C)C(O)(C#CCN1CCCC1)c1ccccc1 (stereo not given)
1%	.	?	Cc1ccc(C(C)C)cc1OCC(=O)NC1CCCCCCC1
15%	7%	0%	Cc1csc(NC(=O)c2ccc(N3CCCC3=O)cc2)n1

# An unsorted share of the library; overall some 0.53% were active at least once.
